# Assay outcomes (PubChem BioAssay)
# BAZ2B block: BAZ2B (human) inhibition; Q9UIF8; AlphaScreen BAZ2B-H3K14Ac peptide displacement; Potency, µM (top dose mostly 114 µM), for the others: at the highest dose activity change, negative = inhibition, actives largely listed as inhibitors; 360,000 compounds, 4.4% hits; also: % is scaled to controls: 0 for no effect and ±100 for the full control effect; nearly all actives have a fitted effect of over 60% in size
#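 Complex of BAZ2B and biotin-H3K14Ac (50 nM apiece) forms over 30 min at RT, then faces library compounds up to 110 uM for another 30 min; AlphaScreen beads added, 20 min dark incubation, luminescence read.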
# Pol iota inh: blocks human DNA polymerase iota activity; Q9UNA4; Potency, µM (titrated, usually from 115 µM), for the others: at the highest dose activity, negative = inhibition, most hits filed as inhibitors; 390,000 compounds, 1% hits; Pol iota fluorescent replication assay, 10 min
#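 Fluorescent replication assay read twice, at 0 min and 10 min after adding 50 nM (final) substrate. Enzyme (10 nM) and compounds were first incubated 15 min at room temperature; enzyme-free buffer wells were negative controls.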
# HP1b binding inh: inhibitors of HP1-beta chromodomain binding to methylated histone tails. P83916. AlphaScreen HP1-beta / biotin-H3K9me3 peptide binding. Potency, µM (doses to about 114 µM), for inactives: at the top dose activity change, negative = inhibition, most hits filed as inhibitors. 390,000 compounds, 0.56% hits. AID 540317; also: nearly all actives have a fitted effect of over 70% in size; inactives centre near 23
#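 AlphaScreen: HP1-beta (50 nM) preformed 30 min with biotin-H3(1-18)K9me3 peptide (50 nM) in PBS pH 7.4, 0.01% Tween-20. Compound added for 30 min at RT, then streptavidin donor/nickel chelate acceptor beads (10 ug/mL) for 30 min.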
# Pin1 inhibitor: inhibitors of human Pin1; Pin1 FP peptide displacement, HiFluor488, 10 min; Potency, µM (highest dose often 115 µM), inactives show at the highest dose activity, negative = inhibition, actives largely listed as inhibitors; 390,000 compounds, 0.009% hits; AID 504891; active = well fitted inhibition curve with a large enough effect in the polarisation, with a control signal flat, not every such curve was filed as active; inconclusive = small, poorly fitted or top-dose-only effect, or effect the other way, or a change in a side signal; inactive = no such curve, though single readings can be large or run the other way; the % refers to the polarisation; also: % is scaled to controls: 0 for no effect and ±100 for the full control effect
# G9a inh: inhibitors of human histone lysine methyltransferase G9a | Q96KQ7 | G9a H3K9 monomethylation, AlphaScreen, 2 h | Potency, µM (top dose mostly 102 µM), for inactives: at the top dose activity, negative = inhibition, usual class: inhibitors | 350,000 compounds, 8.8% hits | AID 504332; also: % is scaled to controls: 0 for no effect and ±100 for the full control effect; nearly all actives have a fitted effect of over 75% in size
#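 Readings reflect AlphaScreen signal from monomethyl-H3K9 antibody detection. HMT at 20 nM; substrate b-H3K9 500 nM; cofactor SAM 20 uM; 2 h RT reaction; compounds tested as titrations in qHTS with 15 min preincubation.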
# BLM inh: Bloom syndrome helicase (human) inhibition. AID 2528. Potency, µM (titrated, usually from 56.1 µM), without a hit: at the top dose activity change, negative = inhibition, actives largely listed as inhibitors. 350,000 compounds, 0.2% hits. recombinant BLM DNA unwinding, fluorescence dequenching;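 also: plate controls were vehicle for no effect and no enzyme for full effect; nearly all actives have a fitted effect of over 35% in size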
# GLS inhibitor: glutaminase GLS (human) inhibition. Potency, µM (highest dose often 45.5 µM), without a hit: at the highest dose activity change, negative = inhibition, most hits filed as inhibitors. 410,000 compounds, 0.21% hits. O94925. AID 624170. GLS enzymatic activity, qHTS titration; also: % is scaled to controls: 0 for no effect and ±100 for the full control effect
#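 Human kidney-isoform GLS in 45 mM KH2PO4 pH 8.2, 0.02% Tween-20, with compound, started with 1mM L-Glutamine (added stock). Glutamate oxidase/HRP/Amplex red coupled fluorescence read at start and after 30 min at RT.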
# Tb PGK inh: blocks T. brucei phosphoglycerate kinase; P07378; PGK/GAPDH coupled, Kinase-Glo luminescence, 60 min; Potency, µM (highest dose often 57.5 µM), without a hit: at the top dose activity change, negative = inhibition, hits mostly inhibitors; 380,000 compounds, 0.043% hits; AID 602233; also: % is scaled to controls: 0 for no effect and ±100 for the full control effect; nearly all actives have a fitted effect of over 60% in size
#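 Luminescent ATP detection (Kinase-Glo Plus) follows a 60-minute room-temperature incubation, with wells lacking PGK as controls. Buffer: 100 mM TEA (pH 7.6), 5 mM MgCl2, 0.01% Tween-20. Coupling enzyme GAPDH (100 nM final) supplies unstable 1,3-BPG in-well.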
# JMJD2A Tudor inh: blocks the human JMJD2A Tudor domain; Potency, µM (doses to about 114 µM), inactives show at the highest dose activity change, negative = inhibition, hits mostly inhibitors; AlphaScreen JMJD2A-Tudor / H3K4me3 peptide binding; 390,000 compounds, 4.4% hits; O75164; AID 504339; also: % is scaled to controls: 0 for no effect and ±100 for the full control effect; nearly all actives have a fitted effect of over 50% in size
# Target sequence (O75164 whole entry, looked up, the tested form may be a part): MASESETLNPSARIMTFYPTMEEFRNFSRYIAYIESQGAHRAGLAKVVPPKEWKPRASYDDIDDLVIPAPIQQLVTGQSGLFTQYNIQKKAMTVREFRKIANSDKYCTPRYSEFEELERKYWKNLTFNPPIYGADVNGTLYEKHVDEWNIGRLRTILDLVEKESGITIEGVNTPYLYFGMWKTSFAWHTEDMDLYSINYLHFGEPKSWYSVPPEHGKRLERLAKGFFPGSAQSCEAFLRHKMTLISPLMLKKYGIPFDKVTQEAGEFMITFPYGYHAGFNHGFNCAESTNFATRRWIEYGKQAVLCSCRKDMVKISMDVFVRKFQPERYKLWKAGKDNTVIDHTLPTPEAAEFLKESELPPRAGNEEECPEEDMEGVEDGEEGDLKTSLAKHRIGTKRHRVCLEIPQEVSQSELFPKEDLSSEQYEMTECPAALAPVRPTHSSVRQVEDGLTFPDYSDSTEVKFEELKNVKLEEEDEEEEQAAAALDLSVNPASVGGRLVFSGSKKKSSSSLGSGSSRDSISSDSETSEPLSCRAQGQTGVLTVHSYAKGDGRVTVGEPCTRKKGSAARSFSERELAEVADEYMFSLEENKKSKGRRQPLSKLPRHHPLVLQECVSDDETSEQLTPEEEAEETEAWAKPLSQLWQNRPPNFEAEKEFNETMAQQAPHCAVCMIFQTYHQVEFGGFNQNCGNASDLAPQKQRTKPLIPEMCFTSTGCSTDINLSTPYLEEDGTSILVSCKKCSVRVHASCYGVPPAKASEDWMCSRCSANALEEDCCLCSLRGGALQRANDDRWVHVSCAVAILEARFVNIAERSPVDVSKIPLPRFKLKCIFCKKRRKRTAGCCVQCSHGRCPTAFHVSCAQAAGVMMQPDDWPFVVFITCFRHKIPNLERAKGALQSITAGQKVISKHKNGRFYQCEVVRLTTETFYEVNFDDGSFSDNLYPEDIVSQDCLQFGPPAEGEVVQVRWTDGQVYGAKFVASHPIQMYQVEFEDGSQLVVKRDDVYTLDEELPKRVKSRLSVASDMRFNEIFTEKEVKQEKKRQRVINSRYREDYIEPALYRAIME
# * = called active by the depositor; i = inactive; ? = inconclusive; . = no result given; [ ] = dose if it differs, or a comment. Unless noted, calls follow the shape of the dose curve; as a rule, active = well fitted curve in the direction sought with a large enough effect; inconclusive = small, poorly fitted or top-dose-only effect, or another doubt; inactive = no such curve, though single readings can be large; an effect the other way counts as inactive or inconclusive. Potency is read from the fitted curve at half-maximal effect. These rows are one share of the data; rates above refer to the full screens.
# Every second line gives: BAZ2B block, Pol iota inh, HP1b binding inh, Pin1 inhibitor, G9a inh, BLM inh, GLS inhibitor, Tb PGK inh, JMJD2A Tudor inh
- Cc1ccc([C@H]2C(C(=O)O)=CC[C@@H](c3cccc(Cl)c3)N2S(=O)(=O)c2ccc(C)cc2)cc1
    ., -8%, 20%, 3%, ., ., 17%, -1%, 1%
- O=C(COc1c(F)c(F)c(C(F)(F)F)c(F)c1F)Nc1ccc(N2CCOCC2)c(Cl)c1
    4%, 44%[activator], 59%[activator], 8%, 1%[59 µM], -12%, -14%, -9%, -5%
- COCCSc1nnc(NC(=O)c2ccc(OC)c([N+](=O)[O-])c2)s1
    4%, 35%[activator], 30%, 1%, -22%, 1%, -9%, -8%, -19%
- Cc1ccccc1N(CC(=O)NCCc1ccccc1)C(=O)c1ccc(N2CCCC2)nc1
    6%, 5%, 41%, 0%, -3%[59 µM], -1%, 19%, -11%, 3%
- COc1ccc(CCNc2ncnc3cc(OC)c(OC)cc23)cc1OC
    -21%, 13%, 19%, -2%, -5%[59 µM], -10%, -2%, 3%, -11%
- Fc1cccc(-n2cc(-c3ccccc3)c3c(=S)nc[nH]c32)c1
    -20%, 29%, 39%, 0%, 25%, -4%, 5%, -2%, -18%
- O=S(=O)(Nc1ccccc1N1CCOCC1)c1ccc(Cl)cc1
    -4%, -19%, 46%[activator], 0%, 7%[12.7 µM], ., 9%, -11%, 6%
- Cc1cc(C(=O)COC(=O)c2ccccc2NCCO)c(C)n1CC1CCCO1 (stereo not given)
    ?, -14%, -2%, ?, ?, -4%, 1%, 4%, -28%
- CN1CCN(C(=O)/C(=C\c2cccs2)NC(=O)c2ccco2)CC1
    2%, 15%, 25%, 4%, 2%[59 µM], -1%, 2%, -14%, -14%
- COc1ccc(S(=O)(=O)N2CCN(c3cccc(C)c3C)CC2)c2ccccc12
    -10%, -5%, 16%, 1%, 1%[59 µM], -6%, -11%, -3%, -14%
- CC(=O)c1sc(=S)n(-c2ccccc2)c1C
    -3%, 37%[activator], 18%, -1%, 28%, 0%, -18%, i, -7%
- CCn1c(COc2ccc(C)cc2)nc2ccccc21
    0%, 166%[activator], 23%, 1%, 67%[activator], -8%, 1%, -1%, 15%
- Cc1c(C(=O)O)oc2c3c(ccc12)OCCO3
    10%, 13%, 24%, -2%, -3%[59 µM], 4%, -7%, i, -16%
- CCCCc1ccc(NC(=O)CSc2nc3ccccc3nc2N2CCCCC2)cc1
    6%, 2%, 68%[activator], 14%, 22%[59 µM], -6%, -1%, -8%, 19%
- CCN(C(=O)COC(=O)C(c1ccccc1)c1ccccc1)c1c(N)n(Cc2ccccc2)c(=O)[nH]c1=O
    ., 23%, 46%[activator], 3%, ., ., -1%, 1%, -6%
- Cc1ccc2nc(-c3ccc(N=Nc4cc(S(=O)(=O)O)c5ccccc5c4O)cc3)sc2c1S(=O)(=O)O
    ., 25µM*, 14µM*, ?, ., ., ., ., 18µM*
- Cc1ccc(C2(c3ccccc3)NC(=O)N(CC(=O)N(C)C3CCS(=O)(=O)C3)C2=O)cc1C (stereo not given)
    -3%, -5%, 41%[activator], -1%, ?, ., 3%, -4%, -11%
- O=C1OC[C@H]2CCCN2C(=O)[C@@H](CC(=O)N(CCO)Cc2ccccc2)C/C=C\C[C@H]1Cc1ccc(F)cc1
    ., 26%, 22%, -7%, ., ., -2%, -10%, -23%
- Cc1cnn(-c2nc(-c3ccccc3)cc(-c3ccccc3)n2)c1
    27%, -1%, 47%[activator], 12%, 12%, -8%, 0%, -4%, 22%
- COc1ccc(-n2c(=S)[nH]c3cc(C(=O)Nc4cc(C(N)=O)ccc4OC)ccc3c2=O)c(OC)c1
    -39%, 54%[activator], 48%[activator], 23%, -10%, -10%, -32%, i, -7%
- CC(C)[C@@H](C(=O)NCc1ccco1)N1C(=O)N2CCc3c([nH]c4ccccc34)[C@@]2(C)C1=O
    -13%, 20%, 6%, -9%, ., -7%, -2%, -5%, ?
- COc1ccc(S(=O)(=O)N2CCc3ccccc32)cc1C(=O)O
    8%, 2%, 46%[activator], -1%, 12%[0.501 µM], 3%, -6%, -4%, -18%
- O=C(Nc1ccc2nc(SCC(=O)N3CCc4ccccc43)sc2c1)c1ccc(F)cc1
    -18%, -18%, 32%, 3%, -16%[59 µM], -8%, -5%, -2%, -14%
- O=S(=O)(c1ccc(S(=O)(=O)N2CCN(C3CCCCC3)CC2)cc1)N1CCCCCC1
    0%, -5%, 27%, -1%, -8%[59 µM], -2%, 4%, -1%, -16%
- O=C(COC(=O)c1ccco1)NC12CC3CC(CC(C3)C1)C2
    ., 83%[activator], 7%, 0%, ., ., -2%, i, -14%
- S=C1NCCN1CC1CCN(CCCC2CCCC2)CC1
    ., 22%, 39%[activator], -11%, ., ., 6%, -5%, -9%
- Cn1cc(/C=N/Nc2ccccc2)c2ccccc21
    40µM*, 11%, ?, 0%, 13µM*, -6%, 11%, 1%, 50µM*
- O=C(c1cccnc1)N1C2CCC1CC(O)(c1ccc(F)cc1)C2 (stereo not given)
    2%, -4%, 31%, -1%, -38%, -1%, -4%, 3%, 2%
- CN(C)c1nc(Oc2ccc(N)cc2)nc(N(C)C)n1
    -16%, 73%[activator], 13%, -1%, -47%[59 µM], -3%, 17%, -7%, -24%
- COCCCn1c(=O)c2ccccc2n2c(=S)[nH]nc12
    -11%, 4%, ?, 4%, 8.9µM*, -4%, -14%, 10%, 10µM*
- COc1ccc(OCC(=O)NC(=O)c2ccccc2)c([N+](=O)[O-])c1
    -13%, 21%, 49%[activator], 2%, -35%[12.7 µM], ., 3%, -2%, 5%
- N#CCC(=O)N/N=C/c1ccc(OS(=O)(=O)c2ccccc2)cc1
    4%, 16%, 28%, 16%, 26%[59 µM], -5%, 13%, -2%, -18%
- CCOc1ccc(NC(=O)c2ccccc2C(=O)c2ccccc2)cc1OCC
    ?, -17%, 25%, 6%, -1%, -1%, -4%, i, -13%
- COc1cccc(CNC(=O)CSc2nc3c(oc4ccccc43)c(=O)n2CC2CCCO2)c1 (stereo not given)
    7%, 22%, 10%, -10%, 2%, ., 5%, -8%, -24%
- COc1cc2c(cc1OC)CN(CCOc1ccc(Br)cc1)CC2
    -24%, 24%, 24%, -5%, -19%, -2%, 2%, 0%, -25%
- Cc1cc(C)c(NS(=O)(=O)c2cccc3cccnc23)c(C)c1
    1%, 50%[activator], 35%, -4%, ?, -7%, -4%, 0%, -14%
- Cc1cc(NC(=O)CCC(=O)N(Cc2ccco2)C(C)(C)C(=O)NC2CCCCC2)no1
    -5%, 6%, 26%, -6%, 0%[59 µM], 2%, -3%, 2%, -1%
- CCCc1c(C)nn(-c2ncccc2[N+](=O)[O-])c1C
    -22%, 37%[activator], 42%[activator], -3%, 34%[activator][12.7 µM], -5%, -4%, -12%, -1%
- Cc1ccc(S(=O)(=O)c2nc(-c3ccccc3F)oc2N2CC(C)OC(C)C2)cc1 (stereo not given)
    ?, -5%, 11%, -9%, 40µM*, -12%, 11%, -4%, -31%
- CN(C)c1cc[n+](CC(=O)Nc2ccc(OC(F)F)cc2)cc1
    50µM*, -27%, -5%, -5%, ., -3%, 1%, -8%, ?
- CCCn1cnc2cc(NCc3cccs3)ccc21
    ?, 32%[activator], -1%, -3%, 18µM*, -2%, 12%, -4%, ?
- COCCCNC(=O)C(=O)N/N=C/c1ccc(OCC(=O)Nc2cccc(Cl)c2C)c(OC)c1
    -2%[57.1 µM], -3%, 16%, 1%, 19%, 2%, 5%, 10%, -12%
- c1ccc(-c2cc(-c3ccccc3)[nH]n2)cc1
    0%, -15%, 21%, 1%, 27%, -4%, 0%, -10%, -7%
- CC(C)C(=O)Nc1ccc(C(=O)CN2C(=O)NC3(CCOc4ccccc43)C2=O)cc1 (stereo not given)
    -4%, 13%, 17%, 12%, -4%[2.33 µM], ., -1%, -4%, -20%
- N#Cc1cccc(NC(=O)c2ccc3c(c2)N(Cc2cccc(Cl)c2)C(=O)c2ccccc2S3(=O)=O)c1
    -16%, 27%, 18%, 0%, -1%[59 µM], -9%, -4%, i, -18%
- COc1cc(S(=O)(=O)NCc2ccc(F)cc2)ccc1-n1cnnn1
    -1%, 39%[activator], 6%, -4%, 3%, -6%, -6%, -2%, -9%
- O=C(COc1ccccc1Br)NCCC1=CCCCC1
    58%[activator], -12%, 95%[activator], ?, ?, ., 0%, 7%, 36%[activator]
- COc1ccc(-c2oc3cccnc3c2-c2ccc(OC)nc2)cc1
    27%, -6%, 75%[activator], -5%, 101%[activator], -2%, 0%, -13%, 52%[activator]

# Reprinted at random: five records from the list
# Every second line gives: BAZ2B block, Pol iota inh, HP1b binding inh, Pin1 inhibitor, G9a inh, BLM inh, GLS inhibitor, Tb PGK inh, JMJD2A Tudor inh
- CCCc1c(C)nn(-c2ncccc2[N+](=O)[O-])c1C
    -22%, 37%[activator], 42%[activator], -3%, 34%[activator][12.7 µM], -5%, -4%, -12%, -1%
- O=C(COc1ccccc1Br)NCCC1=CCCCC1
    58%[activator], -12%, 95%[activator], ?, ?, ., 0%, 7%, 36%[activator]
- CCN(C(=O)COC(=O)C(c1ccccc1)c1ccccc1)c1c(N)n(Cc2ccccc2)c(=O)[nH]c1=O
    ., 23%, 46%[activator], 3%, ., ., -1%, 1%, -6%
- Cc1cnn(-c2nc(-c3ccccc3)cc(-c3ccccc3)n2)c1
    27%, -1%, 47%[activator], 12%, 12%, -8%, 0%, -4%, 22%
- CN1CCN(C(=O)/C(=C\c2cccs2)NC(=O)c2ccco2)CC1
    2%, 15%, 25%, 4%, 2%[59 µM], -1%, 2%, -14%, -14%
